# LANA DNA inh: inhibitors of KSHV C-LANA binding to DNA, primary screen, biochemical, fluorescence polarization, FAM-LBS DNA, MBP-C-LANA, single point; Kaposi's sarcoma herpesvirus LANA C-terminal domain (residues 932-1162) DNA binding; inhibition, % at 9 µM; hit rate 0.078% among 340,000; AID 504423, 2011;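 active = highest replicate inhibition at or above 60% at 9 µM, even if other replicates fall short; inactive = all replicates below 60% inhibition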;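 note: 0% = neutral control wells and 100% = 4 µM acridine orange control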
# HTR5A ag: HTR5A agonists in luminescence cell assay, primary screen, counter-screen for OPRM1-OPRD1 heterodimer agonist project, full-deck HTS. cell-based. activation, % at 9.3 µM. hit rate 0.61% among 340,000; in the data active = activation mostly above about 9.5%, no sharp cut-off; inactive = mostly below about 7.6%;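 note: 0% = cells with vehicle only and 100% = reference agonist; strong numbers were not always called active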
# Target sequence (P47898 whole entry, looked up): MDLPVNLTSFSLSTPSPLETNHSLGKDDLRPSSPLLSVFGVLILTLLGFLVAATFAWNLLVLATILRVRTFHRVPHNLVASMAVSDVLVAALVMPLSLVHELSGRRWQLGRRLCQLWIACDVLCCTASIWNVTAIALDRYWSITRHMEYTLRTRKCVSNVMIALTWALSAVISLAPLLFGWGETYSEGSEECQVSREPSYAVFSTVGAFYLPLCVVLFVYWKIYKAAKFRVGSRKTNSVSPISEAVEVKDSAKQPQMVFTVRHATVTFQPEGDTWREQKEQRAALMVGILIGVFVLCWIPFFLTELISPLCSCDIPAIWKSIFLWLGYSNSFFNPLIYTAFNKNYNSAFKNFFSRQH
# RTF Ca sens act: cardiac RTF calcium sensitivity activators, primary screen, biochemical, IANBD-TnC fluorescence, EC20 calcium | Troponin I, cardiac muscle (Homo sapiens) + Troponin T, cardiac muscle (Homo sapiens) + … | IANBD-labeled TnC RTF fluorescence at EC20 calcium; 0% EC20 calcium, 100% full calcium | activation, % at 7.2 µM | hit rate 0.24% among 340,000;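 active = activation above the mean over all tested compounds plus 3 SD, cut at about 30% in these data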;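 note: rise in fluorescence read as greater calcium sensitivity of cardiac thin filaments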
# Keap1-Nrf2 PPI: Keap1-Nrf2 protein-protein interaction inhibitors, primary screen, biochemical, fluorescence polarization, single point. hit rate 0.15% among 340,000. Kelch-like ECH-associated protein 1 (Homo sapiens), Q14145. AID 504523, 2011. inhibition, % at 9.4 µM. Keap1 Kelch-Nrf2 peptide fluorescence polarization, 1536-well; in the data active = inhibition above about 12%;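 note: human Keap1 Kelch domain with fluorescein labeled Nrf2 9mer peptide probe; 0% = neutral control wells and 100% = peptide positive control; higher means more block of Keap1 binding to Nrf2 peptide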
# Target sequence (Q14145 whole entry, looked up, the tested form may be a part): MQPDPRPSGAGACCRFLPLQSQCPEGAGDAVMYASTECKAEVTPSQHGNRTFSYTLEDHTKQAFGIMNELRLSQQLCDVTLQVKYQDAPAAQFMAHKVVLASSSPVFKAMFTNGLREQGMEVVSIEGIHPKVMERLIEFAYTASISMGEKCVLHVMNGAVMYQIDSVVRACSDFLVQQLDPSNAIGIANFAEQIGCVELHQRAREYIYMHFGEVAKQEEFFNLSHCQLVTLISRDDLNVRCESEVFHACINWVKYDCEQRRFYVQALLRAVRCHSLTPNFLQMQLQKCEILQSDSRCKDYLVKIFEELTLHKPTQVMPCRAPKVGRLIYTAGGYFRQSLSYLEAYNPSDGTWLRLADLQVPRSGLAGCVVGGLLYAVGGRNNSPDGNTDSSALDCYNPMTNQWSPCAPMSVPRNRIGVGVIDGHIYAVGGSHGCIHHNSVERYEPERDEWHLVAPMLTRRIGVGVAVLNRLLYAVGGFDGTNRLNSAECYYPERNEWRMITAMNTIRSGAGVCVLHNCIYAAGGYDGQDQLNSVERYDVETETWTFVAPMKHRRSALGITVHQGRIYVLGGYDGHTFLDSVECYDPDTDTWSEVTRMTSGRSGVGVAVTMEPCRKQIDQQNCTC
# MOR-DOR ag: agonists of OPRM1-OPRD1 heterodimerization, primary screen, cell-based, luminescence; cells; activation, % at 9.3 µM; hit rate 0.3% among 340,000; AID 504326, 2011; in the data active = activation above about 18%;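 note: 0% = vehicle-treated cells and 100% = reference agonist; values of inactives mirror those of a sister screen read the other way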
# V-ATPase pHluor: regulators of yeast V-ATPase proton pumping, primary screen, pHLuorin cytosolic pH fluorescence; S. cerevisiae; response, % at 10 µM; hit rate 0.37% among 350,000; in the data active = response mostly above about 7.3%, no sharp cut-off; inactive = mostly below about 5.4%; note: actives read high; inactives centre near 0; some compounds called inactive have numbers as strong as hits; reference of the scale not given here
# CAL PDZ FP: untagged CAL PDZ binding inhibitors, primary screen, biochemical, fluorescence polarization, HTS; Golgi-associated PDZ and coiled-coil motif-containing protein (Homo sapiens), Q9HD26; purified CAL PDZ, TMR-peptide fluorescence polarization, 1 h; inhibition, % at 24.9 µM; hit rate 0.92% among 300,000;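 active = mean inhibition of at least 30% with at least half of replicates also reaching 30%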;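 note: 0% = DMSO neutral control and 100% = excess unlabeled competitor peptide PRC23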
# RTF Ca sens inh: cardiac RTF calcium sensitivity inhibitors, primary screen, biochemical, IANBD-TnC fluorescence, EC70 calcium | Troponin I, cardiac muscle (Homo sapiens) + Troponin T, cardiac muscle (Homo sapiens) + … | IANBD-labeled cardiac RTF, Ca2+ fluorescence | inhibition, % at 7.15 µM | hit rate 0.12% among 340,000 | AID 493244, 2011;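 active = inhibition above the mean inhibition of all tested compounds plus 3 SD, cut at about 17% in these data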;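 note: assay run at fixed EC70 calcium of 1.6 mM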
# HTR5A inv ctr: HTR5A inverse agonists in luminescence cell assay, primary screen, counter-screen for OPRM1-OPRD1 heterodimer inverse agonist project, full-deck HTS | 5-hydroxytryptamine receptor 5A (Homo sapiens), P47898 | HTR5A cell line, inverse agonism | inhibition, % at 9.3 µM | hit rate 0.083% among 340,000 | AID 504634, 2011; in the data active = inhibition mostly above about 23%, no sharp cut-off; inactive = mostly below about 18%;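 note: 0% = cells with DMSO and 100% = no-cell wells with DMSO; some compounds called inactive have numbers as strong as hits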
# MOR-DOR inv ag: inverse agonists of MOR-DOR heterodimerization, primary screen, cell-based, luminescence; cell-based MOR-DOR heterodimer luminescence, inverse agonism; AID 504357, 2011; inhibition, % at 9.3 µM; hit rate 0.21% among 340,000; in the data active = inhibition above about 22%, passing the limit was not always enough;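 note: 0% = cells with DMSO and 100% = wells without cells with DMSO; values of inactives mirror those of a sister screen read the other way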
# * hit, by the source's call; x = not tested or not shown.
Compound	LANA DNA inh	HTR5A ag	RTF Ca sens act	Keap1-Nrf2 PPI	MOR-DOR ag	V-ATPase pHluor	CAL PDZ FP	RTF Ca sens inh	HTR5A inv ctr	MOR-DOR inv ag
O=C(NCC1CCCO1)c1ccc(NC(=O)c2cccc([N+](=O)[O-])c2)cc1 (stereo not drawn)	-0.6	0	-4	-3	-2.2	-3	-2	-7	2	10
CC(C)Cn1c(N)c(C(=O)COC(=O)Cc2cccs2)c(=O)n(C)c1=O	0.5	1	2	2	-1.2	-2	1	-4	3	6
CNC(=O)c1nnc(Cc2ccc(Cl)cc2)o1	-0.3	4	-1	2	-3.4	-3	x	-10	-11	17
COc1ccc(NC(=O)c2cccc(-c3ccc(O)cc3)c2)cn1	41	6	16	13*	1.9	-1	-6	-36	-14	-11
O=C(COC(=O)c1c2ccccc2cc2ccccc12)NCC(F)(F)F	-1.9	3	-3	2	2.4	0	-4	5	-12	-11
Cc1nn(CCc2nn[nH]n2)c2nc(-c3ccccc3)cc(C(F)(F)F)c12	-1.8	-1	-2	-7	-0.7	1	-5	2	-15	4
COC(=O)c1cc(S(=O)(=O)N2CCC(C)CC2)ccc1F	0.9	9.7*	3	-6	-0.5	7	x	-2	5	3
CCOC(=O)N1CCN(C(=O)c2ccc3nc(C)sc3c2)CC1	2.5	0	4	2	-1.4	-1	-2	-4	-3	8
CCOC(=O)c1ccc(NC(=O)CC2C(=O)N(c3ccc(F)cc3)C(=O)N2CCC(C)C)cc1 (stereo not drawn)	-1.1	6	1	0	5.4	2	-2	-13	18	-30
O=c1[nH]c(SCc2cccc([N+](=O)[O-])c2)nc2[nH]ncc12	2.7	-3	3	4	0.4	-3	1	-1	3	-3
COc1cccc(NC(=O)CN(C)C(=O)CC(NC(=O)c2ccccc2Cl)c2ccccc2)c1 (stereo not drawn)	0.4	-1	-1	3	-2.3	1	-4	-5	0	9
Cc1cc2c(=O)n(C)c(SCC(=O)Nc3ccccc3)nc2s1	0.7	-8	-2	1	-1.3	0	1	-6	22	7
COc1ccc(C2=NOC3(CC(=O)N(c4ccc(C)cc4)C3=O)C2)cc1 (stereo not drawn)	4.0	0	3	0	-0.5	-2	-1	-5	5	3
COc1ccccc1CCNC(=O)c1cccc(S(=O)(=O)N2CCc3ccccc3C2)c1	0.1	0	-3	-2	-2.6	-1	2	2	1	11
O=C(CN1CCc2ccccc21)NN1CC(=O)N(c2ccc(Cl)cc2)CC1=O	-0.1	3	1	0	-4.1	1	-4	-2	-21	20
COc1ccc(OC)c(S(=O)(=O)Nc2ccccc2C(F)(F)F)c1	0.3	1	-2	-1	-1.8	2	0	-2	15	9
O=C(NCc1cccc(Cl)c1)C1CCC(=O)N(CCN2CCOCC2)C1 (stereo not drawn)	-1.1	-2	-4	1	-2.5	1	-2	1	7	15
CN(C)c1ccc(C(=O)OCC(=O)N2CCCC2)cc1	0.7	3	0	-2	-0.8	0	-3	6	10	6
O=C(CSc1nnc(-c2ccc(Br)cc2)o1)N1CCN(C(=O)c2ccco2)CC1	0.2	2	-1	-5	-1.7	2	0	-4	19	10
CCS(=O)(=O)Nc1cccc(C2=NN(S(=O)(=O)CC)C(c3ccccc3)C2)c1 (stereo not drawn)	0.9	0	-3	-4	-0.6	-2	-2	-5	1	4
CCSc1nnc(NC(=O)C2CCN(S(=O)(=O)c3ccccc3C(F)(F)F)CC2)s1	-0.6	1	-5	0	2.1	0	1	-4	-2	-14
CCCCN=C(N)/C(C(=O)OCC)=C(\O)c1ccc(OC)cc1	-1.3	8	6	-5	3.0	-3	-3	-3	-12	-18
c1ccc2c(c1)COC(CN1CCCCC1)OC2	1.5	1	-2	0	-1.5	0	-2	-7	7	8
Cc1cc(Nc2ccccc2)n(CCOC(=O)COc2ccccc2)n1	-2.2	5	-9	0	-1.8	0	-4	4	-19	10
CC(C)(C)OC(=O)N(CCc1ccccc1)Cc1ccc(OCc2cccc(NC(=O)/C=C/c3ccccc3)c2)cc1	0.5	5	-7	-5	-0.2	3	0	-6	-17	1
Cc1ccc(S(=O)(=O)Nc2ccccc2-c2ccccc2NS(=O)(=O)c2ccc(C)cc2)cc1	2.3	5	-3	-1	-1.8	-3	-3	-1	-11	9
Cc1cc(C)n(CC(=O)Nc2ccc3c(c2)OCO3)c(=O)c1C#N	1.0	-2	-3	-5	-2.5	2	x	-4	6	16
COc1ccc(-c2cc(C(F)(F)F)n3nc(C(=O)N(C)Cc4ccccc4)cc3n2)cc1OC	0.5	5	-3	-2	1.8	-2	-1	-14	-18	-9
Cc1ccc(C(=O)NNC(=O)C2CCN(C(=O)OC(C)(C)C)CC2)cc1	1.5	-3	5	-2	-1.0	0	1	-4	-8	5
CC(C)CCNc1nc(N)c([N+](=O)[O-])c(N2CCCCCC2)n1	0.1	5	-3	1	9.3	2	-6	-9	-17	-42
O=C1CCCN1S(=O)(=O)c1ccc(F)cc1	-3.3	6	9	1	-2.1	-6	1	-2	8	11
CCc1ccc(Nc2ccc3nonc3c2[N+](=O)[O-])cc1	0.2	2	7	0	-2.3	0	-3	-6	-18	11
COc1cc(OC)cc(-c2nnc(SCC(=O)N3c4ccccc4Sc4ccccc43)o2)c1	-2.0	5	1	0	-3.7	-5	-20	-9	-11	18
O=C(O)c1ccc(/C=C2\COc3ccccc3C2=O)cc1	1.0	-5	5	-6	0.9	-2	x	6	12	-7
CCC(C)(C)NC(=O)Cc1ccc(C)cc1	-1.5	-1	-2	-2	0.0	0	-1	-7	-14	0
O=C(Cc1ccccc1[N+](=O)[O-])N1CCN(c2ccc(F)cc2)CC1	-1.1	0	3	3	0.4	-1	4	-5	1	-2
COc1cccc(CC2(CO)CCN(Cc3cn(C)nc3C)CC2)c1	-0.1	3	10	-1	-1.1	-2	x	-14	-32	5
COc1ccc(S(=O)(=O)Nc2ccc(Oc3ncccn3)c(Cl)c2)cc1	5.4	-1	-2	-7	-1.9	3	-2	8	15	10
CCCCNC(=O)O[C@H]1C[C@@H]2CCN3C(=O)CCC[C@H]([C@H]1Cc1ccccc1)[C@H]23	-0.2	12	13	-3	-3.1	-5	-2	-8	-36	18
COc1ccc(NC(=O)Cc2nnc(N)s2)cc1	-2.1	-3	6	0	-1.5	-1	2	-4	8	7
COc1ccc(/C=N/NC(=O)c2ccc(Br)cc2)c(OC)c1	-0.3	-7	6	-8	-2.1	-2	-8	-1	18	11
COc1cccc(C(=O)Nc2nnc(S(=O)(=O)N(C)Cc3ccc(F)cc3)s2)c1	-0.6	3	0	-9	-1.3	1	-9	3	3	7
Cc1[nH]c(=O)[nH]c(=O)c1S(=O)(=O)N1CCCC(C(=O)NCCc2ccccc2)C1 (stereo not drawn)	-0.6	3	-7	-1	-2.1	-1	x	-2	13	9
O=C(CN1C(=O)CC(c2ccccc2)=Nc2ccccc21)NC1CCCCC1	-1.6	5	-4	-5	-1.0	1	0	-4	15	5
CC(=O)Nc1ccc(NC(=O)C(C)n2c3ccccc3c3nc(=O)cc(C)n32)cc1 (stereo not drawn)	0.2	-1	8	-6	-0.8	-1	-4	11	2	4
O=C(/C=C/Nc1ccc(S(=O)(=O)Nc2ncccn2)cc1)c1cccs1	0.3	-1	0	0	0.1	-3	-3	-12	3	-1
N#Cc1ccc(C(=O)OCCc2cc3ccccc3c(=O)o2)cc1	0.5	-2	11	-2	-3.1	2	-5	1	-10	17
Cc1ccccc1OCCC(=O)OCC(=O)NNC(=O)c1cccs1	0.3	-2	-6	4	-1.3	2	x	2	5	5
CCOC(=O)c1c(NC(=O)/C=C/C(=O)O)sc(C)c1-c1ccc(Cl)cc1	-1.2	0	1	-3	-1.5	2	1	-12	-1	7
CCS(=O)(=O)c1ccc2c(c1)N(S(=O)(=O)c1ccccc1)CC(C(=O)O)O2 (stereo not drawn)	0.2	-1	1	6	-2.2	-4	-2	-2	-4	11

# (further entries)
Compound	LANA DNA inh	HTR5A ag	RTF Ca sens act	Keap1-Nrf2 PPI	MOR-DOR ag	V-ATPase pHluor	CAL PDZ FP	RTF Ca sens inh	HTR5A inv ctr	MOR-DOR inv ag
c1coc(CSc2ncnc3c2oc2ccccc23)c1	1.8	1	-1	-2	1.4	0	x	-2	-16	-7
CC(C)C(=O)Nc1c2c(nn1-c1ccc(F)cc1)CS(=O)(=O)C2	-0.2	9	-1	1	-3.3	-1	-7	-7	-30	15
O=C(Cn1c(=O)oc2cc(S(=O)(=O)N3CCCC3)ccc21)N1CCCC1	-0.8	-3	8	-1	-1.8	0	x	-1	6	10
O=C(Nc1cccnc1)c1ccc(S(=O)(=O)N2CCCCCC2)cc1	-0.3	3	-7	-2	-0.7	0	0	-9	-9	4
CN(C)/C=C/c1onc(-c2ccccc2Cl)c1C#N	2.2	-3	3	0	-2.1	-2	-8	-29	-5	10
COc1ccc(C(=O)CSc2nnc3ccc(-c4ccccn4)nn23)cc1	-1.7	3	-1	-3	-2.7	-8	0	1	-11	14
O=C(NNc1nc(N2CCCC2)nc(N2CCCC2)n1)c1ccccc1	-2.1	-1	5	-4	0.0	3	-4	-4	5	0
COc1ccc(Nc2ccc(N3C(=O)CCC3=O)cc2[N+](=O)[O-])cn1	0.2	-4	0	-2	-0.5	1	-4	-11	-22	3
CCCCNC(=O)CSc1nc(COc2ccccc2)nc2ccccc12	0.1	2	-5	-2	-0.3	0	0	-6	-6	2
Cc1cc(=O)oc2cc(OCC#N)ccc12	-4.0	2	-1	2	-1.1	-2	-1	-4	-6	6
S=C1Cc2ccccc2C(c2ccc(Cl)cc2)N1 (stereo not drawn)	-0.9	3	7	-3	-2.2	1	1	0	-12	10
O=C(COC(=O)/C=C/c1cccc(C(F)(F)F)c1)NCc1ccc(F)cc1	0.0	0	5	-6	-0.4	-1	-2	-9	16	2
O=c1c(Cl)c(NC2CC2)cnn1-c1ccccc1	-0.2	-6	4	-4	-0.4	-1	-1	-4	-23	2

# Rewritten field by field: entries from further up.
O=C(Cn1c(=O)oc2cc(S(=O)(=O)N3CCCC3)ccc21)N1CCCC1
  LANA DNA inh: -0.8	HTR5A ag: -3	RTF Ca sens act: 8	Keap1-Nrf2 PPI: -1	MOR-DOR ag: -1.8	V-ATPase pHluor: 0	CAL PDZ FP: x	RTF Ca sens inh: -1	HTR5A inv ctr: 6	MOR-DOR inv ag: 10
c1coc(CSc2ncnc3c2oc2ccccc23)c1
  LANA DNA inh: 1.8	HTR5A ag: 1	RTF Ca sens act: -1	Keap1-Nrf2 PPI: -2	MOR-DOR ag: 1.4	V-ATPase pHluor: 0	CAL PDZ FP: x	RTF Ca sens inh: -2	HTR5A inv ctr: -16	MOR-DOR inv ag: -7

# Source: PubChem
